Assay outcomes (PubChem)
M4 ag – agonists of human muscarinic M4 receptor (CHRM4) | activation, % at 3 µM | 360,000 compounds, 0.14% hits | P08173 | CHO-K1 hM4/Gqi5, Fluo-8 calcium fluorescence; vehicle 0%, full acetylcholine response 100%;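 active = activation above the run mean over all test wells plus 3 SD, cut at about 32% in these data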;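 note: peak over basal fluorescence ratio per well then scaled between controls; 0% = DMSO wells and 100% = acetylcholine at EC100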
CHRM5 antagonist – antagonists of human muscarinic M5 receptor (CHRM5). 360,000 compounds, 0.59% hits. AID 624040. CHO-hM5 cells, Fluo-8 calcium fluorescence, ACh EC80. P08912. inhibition, % at 3 µM;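 active = inhibition above a per-plate cutoff, the mean of that plate's test compounds plus 3 SD, cut at about 27% in these data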;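 note: 0% = acetylcholine EC80 with DMSO and 100% = DMSO without agonist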
CHRM1 antagonist – antagonists of human M1 muscarinic receptor; P11229; CHO-K1 hM1, Fluo-8 calcium fluorescence, ACh EC80 antagonist; inhibition, % at 3 µM; 360,000 compounds, 1.3% hits; AID 588852;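 active = percent inhibition above its own plate's cutoff, namely the mean of that plate's compound wells plus 3 SD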;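 note: peak over basal fluorescence ratio during 140 s after agonist addition; 0% = ACh EC80 plus DMSO and 100% = DMSO alone without agonist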
Target sequence (P11229 whole entry, looked up): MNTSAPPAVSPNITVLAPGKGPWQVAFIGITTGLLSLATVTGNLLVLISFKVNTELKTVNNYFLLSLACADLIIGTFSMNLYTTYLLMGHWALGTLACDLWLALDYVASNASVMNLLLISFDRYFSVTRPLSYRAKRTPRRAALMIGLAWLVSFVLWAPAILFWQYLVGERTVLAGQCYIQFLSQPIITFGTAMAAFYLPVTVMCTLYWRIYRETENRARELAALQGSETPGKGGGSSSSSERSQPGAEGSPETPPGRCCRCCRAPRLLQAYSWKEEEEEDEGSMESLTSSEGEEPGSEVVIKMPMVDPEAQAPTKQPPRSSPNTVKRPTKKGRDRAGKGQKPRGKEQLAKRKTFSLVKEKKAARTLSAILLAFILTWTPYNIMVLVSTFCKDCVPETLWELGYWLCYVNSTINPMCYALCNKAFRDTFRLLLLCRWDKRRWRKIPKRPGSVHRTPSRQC
CHRM4 antagonist – blocks acetylcholine activation of human M4 receptor | CHO-hM4 cells, ACh EC80, Fluo-8 calcium fluorescence | inhibition, % at 3 µM | 360,000 compounds, 0.73% hits;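 active = inhibition above its plate's cutoff, the mean inhibition of sample wells plus 3 SD, cut at about 27% in these data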;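 note: 0% = acetylcholine EC80 with DMSO and 100% = DMSO without agonist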
CHRM5 PAM – potentiates acetylcholine response at human M5 receptor; P08912; CHO-K1 hM5, Fluo-8 calcium, ACh EC20 PAM; 0% = ACh EC20, 100% = ACh EC100; activation, % at 3 µM; 360,000 compounds, 0.3% hits;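 active = activation above the run cutoff, the mean activation of all test compounds plus 3 SD, cut at about 18% in these data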
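Probe or stimulus: acetylcholine, EC20 level; Assay system: human M5 receptor in CHO-K1 cells; Schedule: compound preincubation 140 s before EC20 acetylcholine addition; Technique: intracellular calcium via Fluo-8 fluorescence; Dosing: single-point, 3 µM nominal; Read-out basis: percent activation from peak-over-basal fluorescence ratio, scaled EC20-to-EC100 acetylcholine; Repeats: one well per compound, no replicates.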
M1 ag – human M1 muscarinic receptor agonism; P11229; CHO-K1 hM1, Fluo-8 calcium fluorescence, agonist mode; 0% DMSO, 100% acetylcholine EC100; activation, % at 3 µM; 360,000 compounds, 0.33% hits; AID 588814;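 active = activation above the run's mean compound activation plus 3 SD, cut at about 16% in these data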;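 note: peak over basal fluorescence ratio within a 140 s kinetic read after compound addition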
M1 PAM – human CHRM1 positive allosteric modulation; P11229; CHO-K1 hM1, Fluo-8 calcium fluorescence, ACh EC20; 0% = ACh EC20, 100% = maximal ACh; activation, % at 3 µM; 360,000 compounds, 0.088% hits; in the data active = activation above about 19%, passing the limit was not always enough
M5 ag – CHRM5 agonism in calcium assay; P08912; CHO-K1 hM5 cells, Fluo-8 calcium fluorescence; 0% DMSO wells, 100% maximal acetylcholine response; activation, % at 3 µM; 360,000 compounds, 0.19% hits;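 active = activation above the run's mean over test compounds plus 3 SD, cut at about 23% in these data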;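 note: signal is peak over basal fluorescence ratio across the kinetic read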
TAAR1 ag – agonists of human TAAR1; AID 624467; activation, % at 3 µM; Q96RJ0; 360,000 compounds, 0.99% hits; CHO RD-HGA16 TAAR1, Fluo-8 calcium fluorescence; vehicle wells 0%, saturating PEA agonist 100%;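 active = activation above the mean activation of all test compounds in the run plus 3 SD, cut at about 38% in these data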
Target sequence (Q96RJ0 whole entry, looked up): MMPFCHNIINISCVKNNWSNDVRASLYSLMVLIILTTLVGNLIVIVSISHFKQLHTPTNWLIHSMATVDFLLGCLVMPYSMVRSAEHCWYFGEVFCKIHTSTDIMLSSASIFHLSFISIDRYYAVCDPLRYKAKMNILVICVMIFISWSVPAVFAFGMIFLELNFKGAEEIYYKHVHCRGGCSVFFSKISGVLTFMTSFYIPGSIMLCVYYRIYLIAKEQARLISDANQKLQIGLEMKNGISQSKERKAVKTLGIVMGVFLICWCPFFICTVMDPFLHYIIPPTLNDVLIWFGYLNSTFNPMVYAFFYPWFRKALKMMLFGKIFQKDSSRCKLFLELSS
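Assay system: CHO-derived RD-HGA16 cells with stable Gα16 and human TAAR1; timing: 17-24 h seeding, 75 min 37 °C dye, 30 min RT; read-out: % activation from peak over basal fluorescence ratio, DMSO-to-PEA scaled; measured by: kinetic Fluo-8 calcium fluorescence; benchmarks: low control DMSO, high control PEA (EC100); doses: 3 µM single concentration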
* = called active by the depositor; · = not tested or not shown; & = joins results of further samples. An excerpt. The share of hits here may be higher or lower than overall.

#	SMILES	M4 ag	CHRM5 antagonist	CHRM1 antagonist	CHRM4 antagonist	CHRM5 PAM
1	CC(=O)c1cccc(NC(=O)COc2nsnc2N2CCOCC2)c1	10	-8	-2	-11	-13
2	COc1cccc(OC)c1OCCNCC1CSc2ccccc2O1 (stereo unspecified)	13	-1	-13	1	-12
3	Cc1cc(C)cc(NC(=O)Cn2nnc(C(=O)NCCc3ccccc3)c2N)c1	1	9	-11	-5	-4
4	CCc1ccc(NC(=O)C2CCN(c3ncnc4c3nc3n4CCCCC3)CC2)cc1	1	6	-7	-8	2
5	O=C(CCn1nnc2ccccc2c1=O)N[C@H](C(=O)O)c1ccccc1	1	0	-13	1	0
6	COc1cccc(CNC(=O)C2CCN(S(=O)(=O)N3CCC(C)CC3)CC2)c1	6	-5	2	-19	-8
7	O=C(COc1ccccc1F)OCC(=O)N1CCc2ccccc21	0	-1	0	-10	7
8	Cn1c(=O)c2c(nc(NCCCO)n2Cc2cccc(C(F)(F)F)c2)n(C)c1=O	2	-2	-5	-3	2
9	Cc1cccc(CSc2nnc(-c3ccco3)o2)c1	0	0	-8	-4	4
10	CN(C)CCCN(Cc1ccccc1)C(=S)Nc1ccc(F)c(Cl)c1	11	11	38*	10	-13
11	CCOc1ccc(CNC(=O)c2nnc(CS(=O)(=O)c3ccccc3)o2)cc1OC	3	-4	-10	0	2
12	Cc1cccc(N(CC(=O)NCC2CCCO2)C(=O)CCC(=O)Nc2cc(C)on2)c1 (stereo unspecified)	1	-5	-9	-4	-7
13	COc1ccccc1NC(=O)c1ccc2c(c1)CCN2S(C)(=O)=O	3	-1	-11	1	-4
14	Cc1ccccc1C(=O)NCC(=O)NCC1(N2CCOCC2)CCCCC1	1	3	0	-3	6
15	CC(CNS(=O)(=O)c1cc(Cl)ccc1Cl)CN(C)C (stereo unspecified)	1	-1	4	1	-4

#	M1 ag	M1 PAM	M5 ag	TAAR1 ag
1	1	0	-4	7
2	-3	-12	2	9
3	-1	9	-3	3
4	-4	8	-5	-1
5	-1	11	0	10
6	-2	-5	-1	2
7	0	12	0	0
8	-2	4	5	6
9	-4	8	-6	8
10	-7	-21	-11	18
11	-3	9	2	1
12	-2	7	-5	8
13	-6	6	-1	0
14	-2	8	-2	2
15	-6	2	-6	5

Sorted by the number under CHRM1 antagonist (falling): 3 of the compounds above
cpd	canonical_smiles	CHRM1 antagonist
7	O=C(COc1ccccc1F)OCC(=O)N1CCc2ccccc21	0
8	Cn1c(=O)c2c(nc(NCCCO)n2Cc2cccc(C(F)(F)F)c2)n(C)c1=O	-5
12	Cc1cccc(N(CC(=O)NCC2CCCO2)C(=O)CCC(=O)Nc2cc(C)on2)c1 (stereo unspecified)	-9

More compounds:
#	SMILES	M4 ag	CHRM5 antagonist	CHRM1 antagonist	CHRM4 antagonist	CHRM5 PAM
16	O=C(O)C1CC=CCC1C(=O)N1CCc2ccccc21 (stereo unspecified)	1	-1	-22	6	4
17	c1ccc(C2Nc3ccccc3-c3nc4ccccc4n32)cc1 (stereo unspecified)	3	1	6	-6	1
18	COc1ccc(-c2nnc(SCC(=O)N3CCOCC3)n2C)cc1OC	0	5	0	8	-4
19	COc1ccc(NC(=O)C2CCCO2)cc1 (stereo unspecified)	1	-1	-7	-4	-1
20	COc1cccc(Nc2n[nH]c(=S)s2)c1	0	8	1	-3	-3
21	COc1cc(/C=C2\S/C(=N/S(=O)(=O)c3ccccc3)NC2=O)c([N+](=O)[O-])cc1OC	0	10	-7	16	-6
22	C[C@H]1CCC(=O)N([C@H](COc2ccccc2)Cc2ccccc2)CC1	2	-3	-17	-3	-5
23	Cc1ccc2nc(SCC(=O)Nc3ccccc3N3CCOCC3)c(C#N)cc2c1	1	-1	11	-3	-9
24	CC(NC(=S)NC(=O)c1ccccc1Br)c1ccccc1 (stereo unspecified)	-1	-9	-8	1	4
25	O=C(c1cc2c(F)cccc2s1)N1CCCC1	0	4	-1	1	-4
26	COc1ccc(N2C(=O)CC(c3ccc(OC(C)C)cc3)C2=O)cc1 (stereo unspecified)	4	5	1	-1	-11
27	CC1(C)CC2(C)OCCN2C(=S)N1 (stereo unspecified)	0&0	-7&11	-19&5	-5&-4	4&3
28	CCC(Sc1ccc2nnc(-c3cccnc3)n2n1)C(=O)O (stereo unspecified)	1	-2	-6	-1	0
29	O=C(O)C(Cc1cn[nH]n1)=NO	0	4	-7	1	2
30	CN(C)N1C(N)=C(C#N)C(c2ccc(F)cc2)C2=C1CCCC2=O (stereo unspecified)	1	3	-10	-2	1

#	M1 ag	M1 PAM	M5 ag	TAAR1 ag
16	-3	9	-1	6
17	-2	6	0	-1
18	-3	0	2	0
19	-4	6	0	5
20	-4	-5	0	2
21	3	11	6	10
22	-5	9	1	11
23	-2	2	-2	2
24	-4	0	-8	15
25	-8	4	1	-1
26	-1	-6	3	-1
27	0&-3	11&-2	1&-1	3&2
28	-3	4	0	2
29	-4	3	-4	·
30	-4	6	0	-1

More records:
#	SMILES	M4 ag	CHRM5 antagonist	CHRM1 antagonist	CHRM4 antagonist	CHRM5 PAM
31	CNS(=O)(=O)c1cccc(C(=O)OCC(=O)Nc2cc(F)ccc2F)c1	7	-2	-5	-3	0
32	O=C(NCCc1ccncc1)Nc1ccccc1	0	-2	-13	5	3
33	O=C(CCCc1ccccn1)c1ccc(-c2ccccc2)cc1	13	14	11	7	-28
34	CCOC(=O)Cc1csc(NS(=O)(=O)c2cc(Cl)ccc2Cl)n1	1	5	-11	-4	5
35	COC(=O)CCC(=O)N(C)CC1CCCN(CCc2cccc(C(F)(F)F)c2)C1 (stereo unspecified)	1	-4	44*	14	5
36	CCOC(=O)c1c(-n2cnnn2)sc2c1CCCC2	8	6	11	-10	-8
37	NC(=O)COC(=O)[C@H](Cc1c[nH]c2ccccc12)NC(=O)c1ccc(F)cc1	1	4	-8	5	1
38	O=C(CSCc1ccc(Cl)cc1)Nc1cccc(C(=O)O)c1	0	-2	-13	4	4
39	Cc1ccc(N(C(=O)c2ccncc2)C2C=CS(=O)(=O)C2)cc1 (stereo unspecified)	0	2	-4	11	-3
40	CSc1nc(N(C)NC(=O)c2cccc(C)c2)c2ccccc2n1	0	7	-7	1	-4
41	O=C(Nc1cccc(-c2nc3cccnc3s2)c1)c1ccc(Cl)nc1	3	2	-18	-9	5
42	CN1CCC(CO)(Cc2ccccc2)CC1	1	10	-17	-12	-7
43	CCc1csc(CNC(=O)C2CCC(=O)N(Cc3cccc(F)c3)C2)n1 (stereo unspecified)	1	-33	-11	-7	16
44	O=c1[nH]ncn2cccc12	0	5	-10	3	1
45	Cc1ccc(C(=O)CCC(=O)N(C)CC(=O)Nc2c(Cl)cccc2Cl)cc1	1	5	-9	-7	-6

#	M1 ag	M1 PAM	M5 ag	TAAR1 ag
31	-6	10	2	6
32	-3	5	-1	13
33	1	-11	-5	0
34	1	13	4	-2
35	-11	-25	-1	10
36	-7	-7	-5	3
37	-2	9	-1	-3
38	-2	4	-2	0
39	-2	-1	1	0
40	-4	5	-2	8
41	-2	-3	0	10
42	-7	10	-8	1
43	-4	8	-3	0
44	-3	10	-2	3
45	-1	4	-5	0

Remaining list, next part.
#	SMILES	M4 ag	CHRM5 antagonist	CHRM1 antagonist	CHRM4 antagonist	CHRM5 PAM
46	CC1CC(NNC(=O)c2ccccc2)=Nc2ccccc2N1C (stereo unspecified)	1	-6	-2	-1	0
47	C=C(C)Cn1c(N(CCO)Cc2ccccc2)nc2c1c(=O)[nH]c(=O)n2C	-1	-2	-27	-2	0
48	c1ccc(N2CCN(Cc3ccc4c(c3)OCO4)CC2)nc1	1	7	1	5	-1
49	Cc1nc(C)c(-c2nnc(-c3ccc(C(C)(C)C)cc3)o2)cc1C(=O)NN	1	0	8	-4	2
50	COc1ccc(NC(=O)CN(C)C(=O)c2cccc(S(=O)(=O)Nc3ccccc3Cl)c2)cc1	2	3	9	2	0
51	CCOC(=O)c1cnc(-n2nc(C)cc2C)nc1NC(C)c1ccccc1 (stereo unspecified)	4	6	15	9	-7

#	M1 ag	M1 PAM	M5 ag	TAAR1 ag
46	-3	11	0	3
47	-7	7	-1	-2
48	-7	0	-11	3
49	-5	2	-1	1
50	-1	4	3	2
51	-2	-10	0	12

From no. 46 to 51, as listed above:
#	SMILES	M4 ag	CHRM5 antagonist	CHRM1 antagonist	CHRM4 antagonist	CHRM5 PAM
46	CC1CC(NNC(=O)c2ccccc2)=Nc2ccccc2N1C (stereo unspecified)	1	-6	-2	-1	0
47	C=C(C)Cn1c(N(CCO)Cc2ccccc2)nc2c1c(=O)[nH]c(=O)n2C	-1	-2	-27	-2	0
48	c1ccc(N2CCN(Cc3ccc4c(c3)OCO4)CC2)nc1	1	7	1	5	-1
49	Cc1nc(C)c(-c2nnc(-c3ccc(C(C)(C)C)cc3)o2)cc1C(=O)NN	1	0	8	-4	2
50	COc1ccc(NC(=O)CN(C)C(=O)c2cccc(S(=O)(=O)Nc3ccccc3Cl)c2)cc1	2	3	9	2	0
51	CCOC(=O)c1cnc(-n2nc(C)cc2C)nc1NC(C)c1ccccc1 (stereo unspecified)	4	6	15	9	-7

#	M1 ag	M1 PAM	M5 ag	TAAR1 ag
46	-3	11	0	3
47	-7	7	-1	-2
48	-7	0	-11	3
49	-5	2	-1	1
50	-1	4	3	2
51	-2	-10	0	12
